Screening data as filed in PubChem BioAssay.
BAZ2B block = qHTS Assay for Inhibitors of BAZ2B; 4.4% of 360,000 active; AID 504333, 2011; AlphaScreen BAZ2B-H3K14Ac peptide displacement; Bromodomain adjacent to zinc finger domain protein 2B (Homo sapiens), Q9UIF8; Potency, µM (highest dose often 114 µM), inactives show top-dose activity change, negative = inhibition, hits mostly inhibitors; note: % is set by controls: 0 for no effect and ±100 for the full control effect; nearly all actives have a fitted effect of over 60% in size
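In this displacement format the biotinylated H3(5-23) peptide acetylated at Lys14 serves as ligand at 50 nM, with BAZ2B at 50 nM in PBS pH 7.4 containing 0.01% Tween-20. Donor and acceptor beads are 10 ug/mL final.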
POLH inh = qHTS for Inhibitors of Polymerase Eta | 1.2% of 390,000 active | Potency, µM (titrated, usually from 114 µM), without a hit: at the highest dose activity change, negative = inhibition, actives largely listed as inhibitors | DNA polymerase eta (Homo sapiens), Q9Y253 | recombinant Pol eta, fluorescent DNA replication assay; note: % is set by controls: 0 for no effect and ±100 for the full control effect
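Fluorescent replication assay: 50 nM final substrate added after a 15 min room-temperature compound preincubation with 10 nM enzyme. Signal taken at 0 min and again at 10 min.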
G9a block = qHTS Assay for Inhibitors of Histone Lysine Methyltransferase G9a; 8.8% of 350,000 active; AID 504332, 2011; G9a H3K9 monomethylation, AlphaScreen, 2 h; Histone-lysine N-methyltransferase EHMT2 (Homo sapiens), Q96KQ7; Potency, µM (series often up to 102 µM), without a hit: at the top dose activity, negative = inhibition, hits mostly inhibitors; note: % is set by controls: 0 for no effect and ±100 for the full control effect; nearly all actives have a fitted effect of over 75% in size
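AlphaScreen detection with an anti-monomethyl H3K9 antibody quantified product after a 2 h room-temperature reaction containing 500 nM biotinylated H3K9 peptide, 20 µM SAM and 20 nM enzyme, which had been preincubated 15 min with compound.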
JMJD2A Tudor inh = qHTS Assay for Inhibitors of JMJD2A-Tudor Domain. Lysine-specific demethylase 4A (Homo sapiens), O75164. AlphaScreen JMJD2A-Tudor / H3K4me3 peptide binding. Potency, µM (highest dose often 114 µM), without a hit: at the top dose activity change, negative = inhibition, hits mostly inhibitors. 4.4% of 390,000 active; note: % is set by controls: 0 for no effect and ±100 for the full control effect; nearly all actives have a fitted effect of over 50% in size
Target sequence (O75164 whole entry, looked up, the tested form may be a part): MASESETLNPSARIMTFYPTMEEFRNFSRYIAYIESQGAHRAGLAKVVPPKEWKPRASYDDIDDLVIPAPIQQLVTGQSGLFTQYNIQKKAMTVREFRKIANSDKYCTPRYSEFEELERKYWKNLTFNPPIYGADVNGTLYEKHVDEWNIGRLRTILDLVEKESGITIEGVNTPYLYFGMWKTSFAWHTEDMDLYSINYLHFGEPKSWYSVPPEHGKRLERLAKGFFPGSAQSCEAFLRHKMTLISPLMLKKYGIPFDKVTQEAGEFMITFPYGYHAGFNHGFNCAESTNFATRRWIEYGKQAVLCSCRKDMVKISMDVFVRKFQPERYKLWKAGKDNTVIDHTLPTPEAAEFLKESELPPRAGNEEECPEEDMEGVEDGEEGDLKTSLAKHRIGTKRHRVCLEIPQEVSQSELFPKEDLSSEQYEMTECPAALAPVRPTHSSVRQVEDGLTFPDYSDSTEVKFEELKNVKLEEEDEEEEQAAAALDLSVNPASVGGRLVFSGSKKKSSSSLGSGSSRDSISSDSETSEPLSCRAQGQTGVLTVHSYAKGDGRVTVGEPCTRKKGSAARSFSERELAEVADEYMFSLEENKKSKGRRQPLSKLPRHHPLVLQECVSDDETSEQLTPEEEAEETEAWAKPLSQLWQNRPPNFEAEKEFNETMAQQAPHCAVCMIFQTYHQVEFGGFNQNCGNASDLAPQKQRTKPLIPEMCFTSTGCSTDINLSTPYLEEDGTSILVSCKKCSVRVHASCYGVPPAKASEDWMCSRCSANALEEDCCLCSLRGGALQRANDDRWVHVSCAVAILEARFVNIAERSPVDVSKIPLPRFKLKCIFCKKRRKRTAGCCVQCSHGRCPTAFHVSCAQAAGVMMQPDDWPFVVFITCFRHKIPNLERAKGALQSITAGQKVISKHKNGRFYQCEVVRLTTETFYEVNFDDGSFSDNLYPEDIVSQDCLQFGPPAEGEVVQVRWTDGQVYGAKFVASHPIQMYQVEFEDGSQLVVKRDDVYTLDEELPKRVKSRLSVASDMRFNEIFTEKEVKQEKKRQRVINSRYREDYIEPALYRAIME
Pol beta inh = qHTS Assay for Inhibitors of DNA Polymerase Beta | P06746 | Pol beta primer extension/strand displacement, fluorescence kinetic | Potency, µM (titrated, usually from 114 µM), inactives show top-dose activity change, negative = inhibition, hits mostly inhibitors | 1.3% of 340,000 active; note: % is set by controls: 0 for no effect and ±100 for the full control effect
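Curves were derived by four-parameter Hill fits of normalized qHTS data. The kinetic fluorescent primer-extension read was taken at 0 and 10 min after 50 nM substrate, following a 15 min room-temperature preincubation of 10 nM enzyme with compounds.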
BLM inh = qHTS Assay for Inhibitors of Bloom's syndrome helicase (BLM). RecQ-like DNA helicase BLM (Homo sapiens), P54132. recombinant BLM DNA unwinding, fluorescence dequenching. Potency, µM (doses to about 56.1 µM), for inactives: at the highest dose activity change, negative = inhibition, most hits filed as inhibitors. 0.2% of 350,000 active;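 note: plate controls were vehicle for no effect and no enzyme for full effect; nearly all actives have a fitted effect of over 35% in size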
APEX1 inh = qHTS Assay for Inhibitors of the Human Apurinic/apyrimidinic Endonuclease 1 (APE1) | 0.35% of 350,000 active | Potency, µM (titrated, usually from 65.8 µM), inactives show at the highest dose activity change, negative = inhibition, most hits filed as inhibitors | AID 2517, 2012 | DNA repair nuclease/redox regulator APEX1 (Homo sapiens), P27695 | recombinant APE1, TAMRA/BHQ-2 abasic DNA cleavage fluorescence;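 note: plate controls were vehicle for no effect and reference inhibitor for full effect; nearly all actives have a fitted effect of over 55% in size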
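APE1 at 0.75 nM preincubated 15 min at room temperature with compound. Reaction then started with 50 nM double-stranded THF-abasic substrate labelled with TAMRA/BHQ-2, and 525/598 nm fluorescence read kinetically. Activity taken as third-minus-first read difference, normalized to DMSO and NSC13755 controls.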
POLK inh = qHTS for Inhibitors of Polymerase Kappa; DNA polymerase kappa (Homo sapiens), Q9UBT6; purified Pol kappa, fluorescent DNA synthesis assay, 10 min; Potency, µM (titrated, usually from 107 µM), inactives show at the top dose activity, negative = inhibition, usual class: inhibitors; 0.53% of 400,000 active; AID 588579, 2011; note: % is set by controls: 0 for no effect and ±100 for the full control effect
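First, compounds were pin-transferred onto 10 nM Pol kappa. After 15 min at room temperature, substrate was added to 50 nM final. Fluorescence was then measured kinetically at 0 and 10 min.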
Pol iota inh = qHTS for Inhibitors of Polymerase Iota; Pol iota fluorescent replication assay, 10 min; DNA polymerase iota (Homo sapiens), Q9UNA4; Potency, µM (titrated, usually from 115 µM), for the others: top-dose activity, negative = inhibition, most hits filed as inhibitors; AID 588590, 2011; 1% of 390,000 active
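Fluorescent replication assay read twice, at 0 min and 10 min after adding 50 nM (final) substrate. Enzyme (10 nM) and compounds were first incubated 15 min at room temperature; enzyme-free buffer wells were negative controls.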
Starred values were filed as active, the others as inactive; ? = inconclusive; . = not tested or not shown; & = joins results of further samples; [ ] = dose if it differs, or a comment. Calls come from the whole dose curve; as a rule, active = well fitted curve in the direction sought with a large enough effect; inconclusive = small, poorly fitted or top-dose-only effect, or another doubt; inactive = no such curve, though single readings can be large; an effect the other way counts as inactive or inconclusive. Potency is the fitted concentration of half-maximal effect. The list is partial; count on the stated rates, not on these rows.

SMILES	BAZ2B block	POLH inh	G9a block	JMJD2A Tudor inh	Pol beta inh	BLM inh	APEX1 inh	POLK inh	Pol iota inh
c1ccc2c(-c3c[nH]c4ccccc34)c3ccccc3nc2c1	1%	-2%	-22%	21%	3%	-6%	-3%	-5%	?
COc1ccccc1NCCC(=O)OCC(=O)NC1CC1	-7%	-11%	27%[59 µM]	-6%	56%	-6%	1%	12%	20%
C#CCOCCOCCOCCNc1nc(N2CCN(C(=O)C([C@@H](C)O)n3cc([C@@H](N)CCCCN)nn3)CC2)nc(N2CCN(C(=O)[C@H](CCCN=C(N)N)n3cc(C(N)[C@@H](C)CC)nn3)CC2)n1 (stereo partly specified)	.	5%	.	56µM*	.	.	14%	-1%	-13%
COc1cc(/C=C/C(=O)Nc2ccc(C)cc2)cc(OC)c1OC	-33%	-23%	-3%[59 µM]	-14%	12%	-3%	-3%	-17%	4%
COc1cccc(CNS(=O)(=O)c2cc(Br)cc3c2N(C(C)=O)C(C)C3)c1 (stereo unspecified)	1%&8%	-7%&-13%	14%[59 µM]	-18%&-3%	-1%&-25%	3%&-1%	-4%	12%&6%	0%&33%
Cc1ccc(CNc2c(C)c(C)nc3nncn23)cc1	-4%	-13%	9%[59 µM]	1%	3%	3%	.	2%	33%[activator]
CCc1ccc(/C=N/NC(=O)c2nnn(-c3nonc3N)c2CN2CCOCC2)cc1	?	-23%	?	-12%	12%	-2%	39%	-1%	16%
C[C@@H]1NC(=O)c2cc([N+](=O)[O-])cc(I)c2NCC[C@@H](C(N)=O)NC(=O)[C@H](CC(N)=O)NC1=O	-33%	-7%	22µM*	-31%	2%	-6%	-3%	-6%	23%
CCOC(=O)c1ccccc1NC(=O)N1CCN2CCCCC2C1 (stereo unspecified)	-9%	-13%	-11%[59 µM]	-12%	36%	0%	.	2%	7%
Nc1c2c(nc3ccccc13)CCCC2	-5%&11%	2%	-36%[59 µM]	-17%&-12%	10%[57.1 µM]	71%[activator]	?	-6%[60.1 µM]	?
C#CCOCCOCCOCCNc1nc(N2CCN(C(=O)C([C@@H](C)CC)n3cc(C(N)COC(=O)C(F)(F)F)nn3)CC2)nc(N2CCN(C(=O)C([C@@H](C)CC)n3cc(C(N)CC(C)C)nn3)CC2)n1 (stereo partly specified)	.	-19%	.	79µM*	.	.	.	-1%	?
COc1ccc(N(CC(=O)NCCc2ccc(C)cc2)S(=O)(=O)c2c(C)noc2C)cc1	-10%	-12%	-1%	6%	6%	-6%	-14%	4%	12%
COc1ccc2nc(NC(=O)CCNC(=O)c3ccccc3Cl)sc2c1	-6%	-27%	10%	8%	12%	1%	-1%	3%	38%[activator]
CCN(CC)C(=O)COc1ccc2c3c(c(=O)oc2c1)CCCC3	-4%	-9%	39%	-1%	26%	-2%	10%	3%	51%[activator]
O=C(Nc1ccc(Cl)c(C(F)(F)F)c1)C1CCN(S(=O)(=O)c2cccc3nonc23)CC1	-3%	-21%	-32%[59 µM]	-23%	-28%	-10%	.	?	?
CCc1nc2nc(C)c(NS(=O)(=O)c3ccc(C(C)(C)C)cc3)c(=O)n2[nH]1	4%	-10%	12%[59 µM]	-13%	2%	-2%	.	0%	9%
COc1cc(OC)c2c(C)c(Cl)c(=O)oc2c1	-3%	-1%	?	3%	47%	-5%	-5%	-2%	33%[activator]
Cc1ccc(/C=N/NC(=O)CN(Cc2ccccc2)S(=O)(=O)c2ccc3c(c2)OCCO3)cc1	-1%	-11%	-12%[59 µM]	-19%	5%	-12%	-8%	-2%	-1%
COC(=O)c1ccccc1NC(=O)/C=N/O	10%	-7%	26%[12.7 µM]	-2%	0%	2%	-2%	0%	?
C=CCNC(=O)COc1ccc(S(=O)(=O)Nc2ccc(OCC)cc2)cc1	8%	?	10%[59 µM]	-3%	2%	2%	1%	-6%	-1%
COc1ccc2c(c1OC)C(=O)N1N=C(c3ccc(Br)cc3)CC21 (stereo unspecified)	1%	-14%	-6%[59 µM]	2%	-26%	-8%	23%	4%	136%[activator]
CCN1C(=O)/C(=C\c2ccncc2)SC1=Nc1ccc(C)c(C)c1	32µM*	-29%	?	50µM*	12%	-11%	-2%	-10%	31%[activator]
CCOc1ccc(NS(=O)(=O)c2ccc(C(=O)NCC3(N4CCCCC4)CCCCC3)cc2)cc1	-3%	-15%	.	-12%	16%	-1%	-15%	15%	-15%
O=C1Cc2cc(NS(=O)(=O)c3ccc(Cl)cc3)cc3c2N1CCC3	2%	-18%	4%	-19%	.	.	8%	0%	7%
O=S(=O)(c1cnccc1N1CCN(/N=C/c2ccccc2)CC1)N1CCCCC1	-5%[57.1 µM]	-10%	-10%	-29%[57.1 µM]	2%	-4%	-8%	-4%	1%

The last three entries of the section before lead into the next:
SMILES	BAZ2B block	POLH inh	G9a block	JMJD2A Tudor inh	Pol beta inh	BLM inh	APEX1 inh	POLK inh	Pol iota inh
CCOc1ccc(NS(=O)(=O)c2ccc(C(=O)NCC3(N4CCCCC4)CCCCC3)cc2)cc1	-3%	-15%	.	-12%	16%	-1%	-15%	15%	-15%
O=C1Cc2cc(NS(=O)(=O)c3ccc(Cl)cc3)cc3c2N1CCC3	2%	-18%	4%	-19%	.	.	8%	0%	7%
O=S(=O)(c1cnccc1N1CCN(/N=C/c2ccccc2)CC1)N1CCCCC1	-5%[57.1 µM]	-10%	-10%	-29%[57.1 µM]	2%	-4%	-8%	-4%	1%
Cc1ccc(NC(=O)CSc2nnc3[nH]c(=O)cc(C)n23)cc1Cl	2%	17%	-16%[59 µM]	-12%	7%	1%	.	-8%[60.1 µM]	-4%
O=C(C1=C[C@H](c2ccccc2)C[C@H](OCc2ccc(CO)cc2)O1)N1CCN(Cc2ccc3c(c2)OCO3)CC1	-31%	-14%	4%[59 µM]	?	35%	-9%	-3%	16%	-13%
Nc1cccc(Nc2ncnc3ccccc23)c1	50µM*	-7%	-14%[0.501 µM]	4%	-2%	-5%	19%	-12%	69%[activator]
O=C(OCc1ccccc1Cl)c1ccc(-c2nnn(Cc3ccc(F)cc3)n2)cc1	-3%	.	-2%[59 µM]	-3%	0%	-1%	.	15%	15%
CCC(C)Oc1nc2ccccc2nc1NS(=O)(=O)c1ccccc1 (stereo unspecified)	48%[activator]	-7%	?	-12%	-8%	-2%	?	4%	8%
Cc1ccc2c(c1)N(CCCC(=O)NCCCN1CCCCC1)C(=O)CO2	0%	-14%	14%	-1%	2%	1%	25%	0%	29%
Cc1ccc(S(=O)(=O)NCCN2CCOCC2)s1	-1%	-18%	66%[activator]	-20%	-2%	-1%	3%	0%	50%[activator]
COc1ccc(-c2sc3ccccc3c2-c2ccc(OCCN(C)C)cc2)cc1	.	-12%	.	35µM*	.	.	-22%	-6%	11%
Cc1cc(=O)n(Cc2cccc(Cl)c2)c2c1c(C)nn2-c1ccccc1	-10%	-16%	31%[59 µM]	14%	13%	-3%	.	-16%	2%
CCn1ccc(C(=O)NCc2ccc3c(c2)OCO3)n1	-2%	-8%	.	-7%	2%	0%	12%	2%	?
CCc1ccc(NC(=O)CSc2nc(CSc3ccc(C)cc3)cc(=O)[nH]2)cc1	-4%	3%	4%	-6%	-5%	-3%	-4%	-14%	26%
Cc1cc(Nc2cccc(O)c2)c2cccc(Br)c2n1	-18%	.	4%[59 µM]	-4%	-17%	3%	.	-6%	?
O=C(COC(=O)Cc1ccc(S(=O)(=O)N2CCOCC2)s1)Nc1ccc2c(c1)OCO2	-8%	-10%	-14%	-6%	11%	-10%	-6%	-9%	17%
Cc1ccc(CN2CCN(/N=C/c3ccc(O)c(O)c3)CC2)cc1	50µM*	?	.	22µM*	?	-3%	-26%	?	?
COc1cc2c(cc1OC)CN(C(=O)c1cc(S(=O)(=O)N3CCOCC3)c(Cl)cc1Cl)CC2	-38%	-18%	-10%	-14%	-1%	-2%	5%	-1%	9%
O=C(NC(=S)NCCC1=CCCCC1)c1cccnc1	-26%	-23%	?	-21%	-25%	1%	1%	2%	73%[activator]
Cc1cccc(NC(=O)C2CCN(C(=O)c3ccc(F)cc3)CC2)n1	8%	-14%	-3%	-8%	.	.	4%	-1%	6%
CCOc1ccc(OCCSc2ccc(S(=O)(=O)N3CCN(C)CC3)cn2)cc1	?	-14%	-18%[12.7 µM]	?	.	.	-19%	-4%	10%
CCCCN1CCc2nc(N3CCN(c4ncccn4)CC3)ncc2C1	56µM*	.	18µM*	79µM*	2%	6%	.	-2%[60.1 µM]	1%
Cc1onc(-c2c(F)cccc2Cl)c1C(=O)c1ccccc1	24%	-21%	98%[activator]	24%	-26%	-11%	?	-14%	46%[activator]
NC(=O)C1CCN(C(=O)CCC(=O)c2cccs2)CC1	.	-1%	.	-2%	.	.	-6%	-11%	28%
CCOC(=O)N1CCN(c2nc(-c3ccc(F)cc3)cs2)CC1	-28%	-9%	-7%[12.7 µM]	-21%	1%	-12%	-4%	-6%	-6%
CCN(CC)C(=O)Cn1nnc(-c2ccc(C)o2)n1	-6%	-8%	4µM*	-11%	15%	0%	0%	3%	8%
COc1ccc(CNC(=O)c2ccncc2)cc1	0%	-10%	.	-12%	9%	1%	-3%	-7%	69%[activator]
Cc1cc(NC(=O)Nc2cc(F)ccc2C)n(C)n1	1%	-14%	5%	-5%	0%	-2%	5%	-10%	162%[activator]

Complete entries, looked up by structure. Order of values: BAZ2B block | POLH inh | G9a block | JMJD2A Tudor inh | Pol beta inh | BLM inh | APEX1 inh | POLK inh | Pol iota inh
O=C(OCc1ccccc1Cl)c1ccc(-c2nnn(Cc3ccc(F)cc3)n2)cc1 is listed with -3% | . | -2%[59 µM] | -3% | 0% | -1% | . | 15% | 15%
CCCCN1CCc2nc(N3CCN(c4ncccn4)CC3)ncc2C1 is listed with 56µM* | . | 18µM* | 79µM* | 2% | 6% | . | -2%[60.1 µM] | 1%
